Apoferritin bind: qHTS Assay for Identification of Novel General Anesthetics. 350,000 compounds, 0.074% hits. apoferritin/1-aminoanthracene competitive binding, fluorescence. AID 485281, 2010. Potency, µM (titrated, usually from 77.5 µM), inactives show at the highest dose activity change, negative = displacement, most hits filed as inhibitors. Ferritin light chain (Equus caballus), P02791; also: potency is read from the fitted curve at half-maximal effect; % is scaled to controls: 0 for no effect and ±100 for the full control effect; nearly all actives have a fitted effect of over 20% in size
Target sequence (P02791 2-175 limits assumed): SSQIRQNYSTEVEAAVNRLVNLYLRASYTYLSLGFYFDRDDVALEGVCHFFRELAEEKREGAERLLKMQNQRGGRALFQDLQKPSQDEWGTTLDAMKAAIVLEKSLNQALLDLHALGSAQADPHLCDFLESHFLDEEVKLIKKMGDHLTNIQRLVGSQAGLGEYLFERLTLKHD
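Concentration-response curves derived by four-parameter Hill fitting of normalized fluorescence, where compounds displaced 1-AMA from 10 uM horse apoferritin following a brief 10 min room-temperature incubation; propofol titration acted as positive control.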
LDHA block: qHTS assay for inhibitors of human lactate dehydrogenase. L-lactate dehydrogenase A chain (Homo sapiens), P00338. purified LDHA, NADH/diaphorase-resazurin fluorescence; hits give low values. activity change, % (values are at about 110 or 230 µM). 480,000 compounds, 0.15% hits; in the data active = activity change below about -30%; inconclusive = mostly about -25% to -30%;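 also: plate controls were DMSO wells for no effect and wells without enzyme for full effect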
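Human LDH5 at 2 nM final in Tris HCl pH 7.4 with 0.06 mM NADH and 0.2 mM pyruvate, reacted 5 minutes at room temperature. Remaining NADH coupled via diaphorase/resazurin; resorufin fluorescence read at 0 and 20 minutes, normalized to enzyme-free and DMSO wells.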
APE1 inh: qHTS Assay for Inhibitors of the Human Apurinic/apyrimidinic Endonuclease 1 (APE1); AID 2517, 2012; DNA repair nuclease/redox regulator APEX1 (Homo sapiens), P27695; 350,000 compounds, 0.35% hits; recombinant APE1, TAMRA/BHQ-2 abasic DNA cleavage fluorescence; Potency, µM (doses to about 65.8 µM), for the others: at the highest dose activity change, negative = inhibition, hits mostly inhibitors;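 also: potency is read from the fitted curve at half-maximal effect; plate controls were vehicle for no effect and reference inhibitor for full effect; nearly all actives have a fitted effect of over 55% in size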
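Activity was derived from the fluorescence gain between first and third kinetic reads (60 s intervals, ex 525/em 598 nm) after 50 nM THF-abasic TAMRA/BHQ-2 duplex was added to 0.75 nM APE1 preincubated 15 min with compound.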
Pol beta inh: qHTS Assay for Inhibitors of DNA Polymerase Beta. Potency, µM (doses to about 114 µM), without a hit: at the highest dose activity change, negative = inhibition, hits mostly inhibitors. Pol beta primer extension/strand displacement, fluorescence kinetic. P06746. 340,000 compounds, 1.3% hits; also: potency is read from the fitted curve at half-maximal effect; % is scaled to controls: 0 for no effect and ±100 for the full control effect
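Pol beta (10 nM) was preincubated with compound for 15 min at room temperature. The reaction was then started with 50 nM substrate and read immediately and after a further 10 min at room temperature.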
BLM inh: qHTS Assay for Inhibitors of Bloom's syndrome helicase (BLM); recombinant BLM DNA unwinding, fluorescence dequenching; Potency, µM (titrated, usually from 56.1 µM), inactives show at the highest dose activity change, negative = inhibition, actives largely listed as inhibitors; 350,000 compounds, 0.2% hits; AID 2528, 2010;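 also: potency is read from the fitted curve at half-maximal effect; plate controls were vehicle for no effect and no enzyme for full effect; nearly all actives have a fitted effect of over 35% in size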
Pol iota inh: qHTS for Inhibitors of Polymerase Iota. DNA polymerase iota (Homo sapiens), Q9UNA4. Pol iota fluorescent replication assay, 10 min. Potency, µM (doses to about 115 µM), for the others: at the highest dose activity, negative = inhibition, actives largely listed as inhibitors. 390,000 compounds, 1% hits; also: potency is read from the fitted curve at half-maximal effect
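Fluorescent replication assay read twice, at 0 min and 10 min after adding 50 nM (final) substrate. Enzyme (10 nM) and compounds were first incubated 15 min at room temperature; enzyme-free buffer wells were negative controls.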
Pol kappa inh: qHTS for Inhibitors of Polymerase Kappa | DNA polymerase kappa (Homo sapiens), Q9UBT6 | purified Pol kappa, fluorescent DNA synthesis assay, 10 min | Potency, µM (series often up to 107 µM), inactives show at the highest dose activity, negative = inhibition, actives largely listed as inhibitors | 400,000 compounds, 0.53% hits | AID 588579, 2011; also: potency is read from the fitted curve at half-maximal effect; % is scaled to controls: 0 for no effect and ±100 for the full control effect
Target sequence (Q9UBT6 whole entry, looked up): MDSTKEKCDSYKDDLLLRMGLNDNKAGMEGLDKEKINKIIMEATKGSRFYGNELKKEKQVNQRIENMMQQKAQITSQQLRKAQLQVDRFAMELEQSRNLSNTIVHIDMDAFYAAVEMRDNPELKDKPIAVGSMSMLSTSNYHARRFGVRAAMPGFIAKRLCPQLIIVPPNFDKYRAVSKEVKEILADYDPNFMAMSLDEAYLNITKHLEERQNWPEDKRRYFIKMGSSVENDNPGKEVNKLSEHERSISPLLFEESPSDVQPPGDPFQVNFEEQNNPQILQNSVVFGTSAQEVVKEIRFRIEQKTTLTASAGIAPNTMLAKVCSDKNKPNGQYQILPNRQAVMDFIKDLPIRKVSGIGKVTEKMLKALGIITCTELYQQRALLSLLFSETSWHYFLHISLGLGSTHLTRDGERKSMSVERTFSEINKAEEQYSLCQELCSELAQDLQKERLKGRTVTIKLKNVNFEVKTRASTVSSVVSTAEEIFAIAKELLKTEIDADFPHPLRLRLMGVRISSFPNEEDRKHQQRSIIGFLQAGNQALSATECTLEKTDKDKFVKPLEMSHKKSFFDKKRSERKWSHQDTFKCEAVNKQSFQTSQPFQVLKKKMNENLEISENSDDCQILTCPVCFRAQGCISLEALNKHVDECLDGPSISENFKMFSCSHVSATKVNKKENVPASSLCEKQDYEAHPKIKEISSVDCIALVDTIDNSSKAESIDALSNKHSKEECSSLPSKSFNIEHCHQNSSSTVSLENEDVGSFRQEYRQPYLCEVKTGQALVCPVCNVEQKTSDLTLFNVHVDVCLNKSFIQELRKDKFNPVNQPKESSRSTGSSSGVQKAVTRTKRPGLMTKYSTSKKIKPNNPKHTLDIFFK
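Kinetic fluorescence readout at 0 and 10 min followed reaction start with substrate at 50 nM final. Beforehand, enzyme (10 nM Pol kappa) stood 15 min with compound at room temperature; buffer-only wells were negative controls.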
Pol eta inh: qHTS for Inhibitors of Polymerase Eta; recombinant Pol eta, fluorescent DNA replication assay; Potency, µM (highest dose often 114 µM), for inactives: at the highest dose activity change, negative = inhibition, most hits filed as inhibitors; 390,000 compounds, 1.2% hits; AID 588591, 2011; also: potency is read from the fitted curve at half-maximal effect; % is scaled to controls: 0 for no effect and ±100 for the full control effect
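Fluorescent replication assay: 50 nM final substrate added after a 15 min room-temperature compound preincubation with 10 nM enzyme. Signal taken at 0 min and again at 10 min.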
Glioma ERSR ind: qHTS for Inducers of the Endoplasmic Reticulum Stress Response (ERSR) in Human Glioma: qHTS; U87-MG GRP78 promoter luciferase reporter, 16 h; Potency, µM, for inactives: top-dose activation, actives largely listed as activators; 420,000 compounds, 0.02% hits; also: potency is read from the fitted curve at half-maximal effect; series mostly up to about 76 µM; % of control where 0% means no effect; nearly all actives have a fitted effect of over 35% in size
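ERSR induction read as luciferase luminescence (Bright-Glo, 10 min at room temperature) in stably transfected human U87-MG glioma cells exposed to compounds for 16 h, using GRP78 as sensor.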
* marks the source's active call; other numbers are inactive results; ? = inconclusive; . = not tested or not shown; [ ] = remark or other dose. Unless noted, calls follow the shape of the dose curve; as a rule, active = well fitted curve in the direction sought with a large enough effect; inconclusive = small, poorly fitted or top-dose-only effect, or another doubt; inactive = no such curve, though single readings can be large; an effect the other way counts as inactive or inconclusive. Not all compounds are listed (hit frequency here may not be typical).

entry	smiles	LDHA block	Apoferritin bind	Pol kappa inh	BLM inh	APE1 inh	Glioma ERSR ind	Pol iota inh	Pol beta inh	Pol eta inh
1	CCc1cc(-c2n[nH]c(=S)n2C(C)c2ccccc2)cs1 (stereo not given)	1	-12%	-6%	-10%	-13%	-3%	17%	38%	-12%
2	COCCCNC(=O)CC1C[C@H](C(=O)N2CCOCC2)[C@@]2(CCC3CCCC3)c3[nH]c4ccc(OC)cc4c3CCN2C1=O (stereo not given in full)	-2	.	6%	.	9%	-4%	17%	.	-9%
3	C=COC(=O)N1CCN(/[N+]([O-])=N/Oc2ccc([N+](=O)[O-])cc2[N+](=O)[O-])CC1	6	.	5%	.	.	-11%	?	.	.
4	N=C1C(c2nc(-c3ccc(Br)cc3)cs2)=C(O)CN1NC(=O)c1ccc([N+](=O)[O-])cc1	-4	-4%	2%	-10%	-1%	-1%	33%[activator]	-12%	-6%
5	CCCc1nc2nc(C)c(NS(=O)(=O)c3ccc(C4CCCCC4)cc3)c(=O)n2[nH]1	-2	4%	-8%	1%	24%	-4%	38%[activator]	18%	-3%
6	CC1(C)C[C@H]2C3=CCC4[C@@]5(C)CC[C@H](O)C(C)(C)C5CC[C@@]4(C)[C@]3(C)[C@@H](O)[C@@H](O)[C@@]2(CO)[C@@H](O)[C@@H]1O (stereo not given in full)	0	.	17%	.	0%	-4%	24%	.	1%
7	CCC(=O)NC(=S)NNC(=O)c1ccc(NC(=O)c2ccccc2)cc1	-10	-9%	-10%	-6%	?	-1%	-19%	-1%	-4%
8	COC(=O)c1ccc(CN2C(=O)NC(c3ccccc3)(c3ccccc3)C2=O)o1	-4	-5%	4%	-6%	46%	-4%	9%	13%	?
9	Cc1ccc(S(=O)(=O)N2CCC[C@H]2C(=O)Nc2ccc(F)cc2C)cc1	1	.	9%	.	-2%	-2%	22%	.	-7%
10	CCC(C)N(C(=O)c1csnn1)C(C(=O)NC1CCCC1)c1c(F)cccc1Cl (stereo not given)	-10	-2%	-17%	-1%	37%	-3%	15%	6%	-17%
11	CCC(=O)N(Cc1cc(=O)[nH]c2ccccc12)C1CCCCC1	-9	-12%	6%	-4%	-3%	-4%	9%	15%	-1%
12	CC(Sc1nc(C(F)(F)F)nc2ccccc12)C(=O)NC1CCCC1 (stereo not given)	-4	.	-5%	.	20%	-3%	39%[activator]	.	-12%
13	O=C(c1ccncc1)N1CCC2(CC1)CN(c1ccccc1)C2	.	.	-5%[60.1 µM]	-3%	7%	-3%	.	.	.
14	Cc1ccc(N2C(=O)/C(=C/c3ccco3)SC2=S)cc1	7	2%	?	-11%	?	3%	?	?	-23%
15	Cc1ccc(NC(=O)c2nnn(Cc3cccc(C(F)(F)F)c3)c2N)c(C)c1	-4	36%[activator]	1%	0%	.	-7%	-8%	-7%	-5%
16	COc1ccc(-n2cc(CN(C)Cc3n[nH]c(=O)[nH]3)c(-c3cccc(F)c3)n2)cc1	-2	-15%	2%	-5%	9%	-2%	150%[activator]	2%	-17%
17	C(=C\c1ccccc1)/CN1CCN(Cc2ccc3c(c2)OCO3)CC1	-22	-17%	2%	3%	-5%	-9%	133%[activator]	4%	-2%
18	CC(=O)N1CCN(C(=S)NC(=O)c2c(-c3ccccc3Cl)noc2C)CC1	-8	-4%	-2%	-2%	1%	-8%	35%[activator]	-2%	0%
19	CCC(=O)NC(=S)Nc1ccc(NC(=O)c2ccco2)c(OC)c1	8	-18%	5%	-18%	0%	2%	4%	-1%	-12%
20	COc1ccccc1N(C)S(=O)(=O)c1ccc(C(=O)OCC(=O)NCCC2=CCCCC2)cc1	-3	-19%	-11%	-5%	-3%	-6%	166%[activator]	2%	-24%
21	CCC(C)(C)n1nnnc1C(C(C)C)N(Cc1cccnc1)Cc1ccco1 (stereo not given)	-1	-13%	-25%	-1%	-1%	-4%	43%[activator]	2%	-4%
22	COc1ccc2c(c1)CC(C(=O)NCCCN1CCN(c3ccccc3F)CC1)CO2 (stereo not given)	-6	-11%	-15%[60.1 µM]	3%	.	2%	30%[activator]	-9%	-11%
23	CCOC(=O)C1(CCOc2ccccc2)CCN(C(=O)c2ccc(-n3cccn3)cc2)CC1	-4	-12%	-3%	-16%	-3%	-3%	16%	?	-12%
24	COc1cc(OC)cc(C(=O)OCCCOC(=O)c2cc(OC)cc(OC)c2)c1	-6	-7%	-15%	-4%	-13%	-3%	-2%	14%	-3%
25	O=C(Nc1cccc(Cl)c1)c1ccc(NCCCN2CCOCC2)c([N+](=O)[O-])c1	-7	?	-8%	-7%	-11%	-8%	-24%	24%	-18%
26	COC(=O)c1c(NC(=S)NNS(=O)(=O)c2ccc(OC)cc2OC)sc2c1CCCCCC2	-2	-7%	-4%	-2%	45%[activator]	-4%	13%	-2%	-14%
27	COc1ccc(/C=N/Nc2nccnc2Cl)cc1	-5	-15%	-12%	-1%	18%	-10%	3%	23%	-1%
28	Cc1cc(C(=O)NN=C2CCCCCC2)c(C)o1	-2	2%	4%	-3%	6%	7%	11%	4%	-8%
29	O=[N+]([O-])c1ccc2nc(-c3ccccc3)n(OCc3ccc(Cl)cc3)c2c1	1	-15%	?	-13%	?	-1%	-5%	28µM*	16µM*
30	CN(Cc1cnccn1)C(=O)C1CCC(=O)N(CCc2ccc(Cl)cc2)C1 (stereo not given)	-2	-1%	-5%	-1%	15%	-3%	?	42%	-16%

Entries of single compounds, quoted from the list.
Profile of CCC(=O)N(Cc1cc(=O)[nH]c2ccccc12)C1CCCCC1 → LDHA block = -9; Apoferritin bind = -12%; Pol kappa inh = 6%; BLM inh = -4%; APE1 inh = -3%; Glioma ERSR ind = -4%; Pol iota inh = 9%; Pol beta inh = 15%; Pol eta inh = -1%
Profile of Cc1ccc(N2C(=O)/C(=C/c3ccco3)SC2=S)cc1 → LDHA block = 7; Apoferritin bind = 2%; Pol kappa inh = ?; BLM inh = -11%; APE1 inh = ?; Glioma ERSR ind = 3%; Pol iota inh = ?; Pol beta inh = ?; Pol eta inh = -23%
Profile of CCC(=O)NC(=S)NNC(=O)c1ccc(NC(=O)c2ccccc2)cc1 → LDHA block = -10; Apoferritin bind = -9%; Pol kappa inh = -10%; BLM inh = -6%; APE1 inh = ?; Glioma ERSR ind = -1%; Pol iota inh = -19%; Pol beta inh = -1%; Pol eta inh = -4%

Additional records follow:
entry	smiles	LDHA block	Apoferritin bind	Pol kappa inh	BLM inh	APE1 inh	Glioma ERSR ind	Pol iota inh	Pol beta inh	Pol eta inh
31	S=C(NCc1ccco1)NCC(c1ccco1)N1CCCCC1 (stereo not given)	-3	-7%	-12%	-4%	15%	-2%	44%[activator]	2%	1%
32	COc1ccc(NC(=O)CCNS(=O)(=O)c2ccc(Cl)c([N+](=O)[O-])c2)cc1S(N)(=O)=O	-7	-2%	0%	-5%	-14%	0%	0%	23%	-5%
33	CCS(=O)(=O)c1nc2ccccc2n1CC(=O)N1CCCCC1	-2	1%	-14%	-3%	1%	-3%	12%	-3%	-5%
34	CCOc1ccc(NC(=S)N2CCC(NC(=O)c3ccccc3)CC2)cc1	-7	2%	-11%	2%	23%	-1%	22%	6%	-8%
35	COc1ccc2[nH]cc(C(=O)CN3CCN(C(=O)c4ccco4)CC3)c2c1	-6	-11%	-15%	1%	0%	0%	7%	15%	4%
36	O=C(NCCCN1CCOCC1)c1ccc2c(=O)n(Cc3cccc(Br)c3)c(=S)[nH]c2c1	23	-2%	-18%	-1%	39%[activator]	-6%	53%[activator]	-10%	-11%
37	COc1cc(/C=C/C(=O)OCC(=O)NCCCc2ccccc2)ccc1O	5	.	-15%	.	-5%	-2%	10%	.	-14%
38	O=C(Nc1ccc(Cl)cc1F)C1CC1c1ccccc1 (stereo not given)	-16	-12%	-9%	-5%	-9%	4%	-3%	24%	-13%
39	CCCn1c(C)cc(C(=O)CSc2nc3ccccc3c(=O)n2Cc2ccco2)c1C	-4	-5%	-18%	-8%	-2%	2%	0%	19%	-13%
40	COc1ccc(NC(=O)C2COc3ccccc3C2)cc1Cl (stereo not given)	1	-14%	-6%[60.1 µM]	-2%	.	2%	-20%	11%	7%
41	COc1cccc(-c2nn(-c3ccc(C)cc3)cc2C(=O)NCC(c2cccs2)N2CCOCC2)c1 (stereo not given)	0	.	-14%	.	-26%	-1%	-3%	.	-8%
42	CN(C)c1ccc(/C=N/N=C2/NC(=O)/C(=C/c3ccc([N+](=O)[O-])cc3)S2)cc1	0	-7%	-7%	-2%	9%	-9%	5%	1%	?
43	O=S(=O)(c1ccc(Br)cc1)N1CCOCC1	-5	.	-11%	.	.	-4%	-26%	.	.
44	COc1ccc(C)cc1NC(=O)CCN1CC(C)OC(C)C1 (stereo not given)	3	-4%	10%	-5%	-2%	-3%	-29%	-7%	-14%

In another format: 3 of the compounds above.
[37] COc1cc(/C=C/C(=O)OCC(=O)NCCCc2ccccc2)ccc1O
  LDHA block: 5 | Apoferritin bind: . | Pol kappa inh: -15% | BLM inh: . | APE1 inh: -5% | Glioma ERSR ind: -2% | Pol iota inh: 10% | Pol beta inh: . | Pol eta inh: -14%
[39] CCCn1c(C)cc(C(=O)CSc2nc3ccccc3c(=O)n2Cc2ccco2)c1C
  LDHA block: -4 | Apoferritin bind: -5% | Pol kappa inh: -18% | BLM inh: -8% | APE1 inh: -2% | Glioma ERSR ind: 2% | Pol iota inh: 0% | Pol beta inh: 19% | Pol eta inh: -13%
[40] COc1ccc(NC(=O)C2COc3ccccc3C2)cc1Cl (stereo not given)
  LDHA block: 1 | Apoferritin bind: -14% | Pol kappa inh: -6%[60.1 µM] | BLM inh: -2% | APE1 inh: . | Glioma ERSR ind: 2% | Pol iota inh: -20% | Pol beta inh: 11% | Pol eta inh: 7%

Screening data: PubChem BioAssay, National Center for Advancing Translational Sciences (NCATS)
